# Screens: PubChem, several laboratories
# HTR5A inv ctr: HTR5A inverse agonists in luminescence cell assay, primary screen, counter-screen for OPRM1-OPRD1 heterodimer inverse agonist project, full-deck HTS | hit rate 0.083% among 340,000 | inhibition, % at 9.3 µM | HTR5A cell line, inverse agonism | AID 504634, 2011 | 5-hydroxytryptamine receptor 5A (Homo sapiens), P47898; in the data active = inhibition mostly above about 23%, no sharp cut-off; inactive = mostly below about 18%;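 note: 0% = cells with DMSO and 100% = no-cell wells with DMSO; some compounds called inactive have numbers as strong as hits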
# DAGLB inhibitor: DAGLB lipase inhibitors, primary screen, biochemical, fluorescence, HTS; Diacylglycerol lipase-beta (Homo sapiens), Q8NCG7; HEK293T DAGLB membrane lysate, EnzChek fluorogenic substrate; inhibition, % at 5.17 µM; hit rate 0.059% among 340,000; in the data active = inhibition above about 34%;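 note: 0% = enzyme with vehicle and 100% = wells lacking enzyme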
# Target sequence (Q8NCG7 whole entry, looked up): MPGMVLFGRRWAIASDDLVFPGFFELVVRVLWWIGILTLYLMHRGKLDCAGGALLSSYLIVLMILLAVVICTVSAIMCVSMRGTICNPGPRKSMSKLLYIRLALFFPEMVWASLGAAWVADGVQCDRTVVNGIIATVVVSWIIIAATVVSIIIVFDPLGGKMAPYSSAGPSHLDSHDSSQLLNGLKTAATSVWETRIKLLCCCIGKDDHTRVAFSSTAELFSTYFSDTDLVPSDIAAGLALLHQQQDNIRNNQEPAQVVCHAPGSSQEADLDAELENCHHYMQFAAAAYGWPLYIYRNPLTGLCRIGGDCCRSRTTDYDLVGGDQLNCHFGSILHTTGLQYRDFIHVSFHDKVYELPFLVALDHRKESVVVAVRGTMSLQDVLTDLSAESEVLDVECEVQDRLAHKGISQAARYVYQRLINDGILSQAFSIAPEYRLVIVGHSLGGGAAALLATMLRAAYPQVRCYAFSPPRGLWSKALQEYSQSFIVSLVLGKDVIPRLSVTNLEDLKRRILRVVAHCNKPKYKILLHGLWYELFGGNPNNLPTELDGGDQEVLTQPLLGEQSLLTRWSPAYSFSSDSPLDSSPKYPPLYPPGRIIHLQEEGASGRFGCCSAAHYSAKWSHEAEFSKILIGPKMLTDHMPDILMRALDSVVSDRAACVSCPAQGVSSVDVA
# Tat export inh: E. coli Tat export inhibitors, primary screen, MC4100, TorA-mCherry reporter, fluorescence, single point; inhibition, % at 10 µM; hit rate 0.036% among 340,000;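 active = mean replicate inhibition at least 50% and at least half of replicates individually reaching 50%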;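 note: exported cargo escapes ClpAP degradation while cytoplasmic cargo is degraded and loses fluorescence; 0% = median of neutral control wells and 100% = median of NaSCN control wells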
# CDK5 p35 inh: inhibitors of human CDK5/p35 kinase, primary screen, biochemical, single concentration; inhibition, % at 10 µM; Recombinant CDK5/p35, ADP-Glo luminescence, 60 min; hit rate 0.01% among 330,000; Cyclin-dependent kinase 5 (Homo sapiens) + Cyclin-dependent kinase 5 activator 1 (Homo …; AID 488839, 2010;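 active = highest replicate inhibition of at least 50% and at least 75% of replicates reaching 50%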;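 note: plate controls were DMSO neutral control for no effect and GW8510 at 10 µM for full effect; many of its hits are not listed in these tables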
# phage Ecoli inh: growth loss of phage-infected E. coli, primary screen, RecBCD inhibitor project, absorbance, with phage, HTS; inhibition, % at 11.9 µM; hit rate 0.26% among 360,000; in the data active = inhibition above about 11%
# AddAB inh: growth inhibition of E. coli expressing H. pylori AddAB, primary screen, AddAB inhibitor project, absorbance. inhibition, % at 11.9 µM. hit rate 0.29% among 330,000. AID 435030, 2010; in the data active = inhibition above about 12%;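 note: 0% = vehicle wells of infected cells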
# PKA-R1A activ: activators of PKA-R1A holoenzyme, primary screen, biochemical, fluorescence polarization, Cy5-IP20, bovine R1A, mouse PKAc | cAMP-dependent protein kinase type I-alpha regulatory subunit (Bos taurus) + … | activation, % at 11.4 µM | PKA-R1A dissociation; scaled: DMSO 0%, 113 µM cGMP 100% | hit rate 0.083% among 340,000;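 active = percent activation above the mean of all tested compounds plus 3 SD, cut at about 19% in these data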;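 note: higher means more PKAc released from R1A so a rise in polarization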
# PKA-R2B activ: activators of PKA-R2B holoenzyme, primary screen, biochemical, fluorescence polarization, Cy5-IP20, human; activation, % at 11.4 µM; PKA-R2B holoenzyme dissociation; R2B truncated from residue 108, S112A mutant; 0% DMSO only, 100% 113 µM cGMP; hit rate 0.079% among 340,000; cAMP-dependent protein kinase catalytic subunit beta (Homo sapiens) + cAMP-dependent …;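 active = activation above a cutoff set at the mean over all compounds plus 3 SD, cut at about 18% in these data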;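 note: higher means more holoenzyme dissociation and a rise in polarization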
# Target sequence (P31323 whole entry, looked up, other chains not shown, the tested form may be a part): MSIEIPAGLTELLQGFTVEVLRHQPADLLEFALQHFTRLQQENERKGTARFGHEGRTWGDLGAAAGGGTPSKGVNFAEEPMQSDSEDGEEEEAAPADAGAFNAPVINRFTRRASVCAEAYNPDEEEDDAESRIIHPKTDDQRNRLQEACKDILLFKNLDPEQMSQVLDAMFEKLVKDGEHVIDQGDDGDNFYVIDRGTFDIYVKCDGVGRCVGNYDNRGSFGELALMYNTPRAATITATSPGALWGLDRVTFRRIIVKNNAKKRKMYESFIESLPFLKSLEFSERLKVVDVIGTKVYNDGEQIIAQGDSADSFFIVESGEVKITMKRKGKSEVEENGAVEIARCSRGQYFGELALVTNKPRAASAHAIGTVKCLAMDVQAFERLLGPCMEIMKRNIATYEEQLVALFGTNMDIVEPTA
# HTR5A ag ctr: HTR5A agonists in luminescence cell assay, primary screen, counter-screen for OPRM1-OPRD1 heterodimer agonist project, full-deck HTS. activation, % at 9.3 µM. cell-based. hit rate 0.61% among 340,000; in the data active = activation mostly above about 9.5%, no sharp cut-off; inactive = mostly below about 7.6%;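 note: 0% = cells with vehicle only and 100% = reference agonist; strong numbers were not always called active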
# Mot1-301 SUMO: yeast Mot1-301 growth rescue at high temperature, primary screen, SUMOylation pathway inhibitor project, S. cerevisiae, ATP luminescence, 38.5C; S. cerevisiae Mot1-301 growth rescue; percent above DMSO median, 100 means doubled; hit rate 1% among 320,000; growth rescue, % at 18.8 µM;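 active = every valid replicate shows activation above 250% relative to neutral control wells; inactive = the rest, any valid replicate at or below 250%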;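 note: OY570 slx delta 5 strain wells were the positive control but not used for scaling; some compounds called inactive have numbers as strong as hits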
# E coli growth: E. coli V3065 growth inhibition, primary screen, counter-screen for AddAB inhibitor project, absorbance, OD600; 18 h; AID 449728, 2010; inhibition, % at 11.9 µM; hit rate 0.27% among 330,000;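 active = inhibition above the campaign's mean inhibition across all tested compounds plus 3 SD, cut at about 9.9% in these data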;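 note: uninfected addAB+ strain grown without phage in ampicillin broth; 0% = DMSO wells and 100% = ciprofloxacin 0.95 µg/ml wells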
# Starred values were filed as active, the others as inactive; nt = not tested or not shown.
SMILES,HTR5A inv ctr,DAGLB inhibitor,Tat export inh,CDK5 p35 inh,phage Ecoli inh,AddAB inh,PKA-R1A activ,PKA-R2B activ,HTR5A ag ctr,Mot1-301 SUMO,E coli growth
CC(C)[C@H](NC(=O)c1ccccc1)C(=O)NCCc1ccccc1,19,1,-5,-0.3,4.4,3.6,4,-4,-5,-29,0.6
Cc1nn2c(=O)cc(CSc3nc4ccccc4[nH]3)nc2s1,-35,1,3,2.8,0.9,1.3,6,-11,11,14,0.1
O=C(O)CC(c1ccc(Cl)cc1)N1C(=O)CCC1=O (stereo unspecified),2,0,-6,-2.0,3.1,-0.8,1,-8,-1,58,-1.3
COc1ccc(C2=NO[C@@H]3C(=O)N(c4ccc(C)cc4C)C(=O)[C@H]23)cc1OC,-13,-1,5,-1.9,5.8,0.9,-13,2,2,58,-3.7
O=C(NNc1nc2cc3c(cc2s1)OCO3)c1ccccc1,11,2,1,-0.1,3.9,2.8,-8,-2,-4,278,-1.4
CCOC(=O)c1ccc(NC(=O)C2CCCN(S(=O)(=O)c3cnc[nH]3)C2)cc1 (stereo unspecified),-14,-3,5,0.9,1.5,-0.6,0,-3,5,1,-5.1
COc1cc(/C=N\NC(=O)c2cccc(Cl)c2)ccc1Oc1ccc([N+](=O)[O-])cn1,-17,-4,1,0.7,-1.0,1.3,-19,-2,-1,5,0.3
Cc1ccc2nc(SCC(=O)NCc3ccco3)c(C)cc2c1,-10,-4,1,-0.2,2.0,2.8,-11,4,4,2,-3.6
COCCn1c(SCC(=O)Nc2c(C)n(C)n(-c3ccccc3)c2=O)nc2ccccc2c1=O,14,2,7,-8.5,-0.4,0.9,7,-7,-6,-11,-1.9
O=C(c1sccc1-c1ccccc1)N1CCN(S(=O)(=O)c2ccccc2)CC1,12,5,3,1.4,0.7,3.7,1,4,0,-9,2.3
CCN(CC)S(=O)(=O)c1ccc(Oc2ccc(S(=O)(=O)N(CC)CC)cc2)cc1,25,-2,5,-0.3,2.6,-0.2,-4,-1,3,-4,-2.9
O=c1[nH]nnc2cc(Cl)ccc12,0,-1,-8,2.4,1.8,nt,-3,4,0,nt,nt

# Quoted at random: 2 entries already listed.
SMILES,HTR5A inv ctr,DAGLB inhibitor,Tat export inh,CDK5 p35 inh,phage Ecoli inh,AddAB inh,PKA-R1A activ,PKA-R2B activ,HTR5A ag ctr,Mot1-301 SUMO,E coli growth
O=C(c1sccc1-c1ccccc1)N1CCN(S(=O)(=O)c2ccccc2)CC1,12,5,3,1.4,0.7,3.7,1,4,0,-9,2.3
Cc1ccc2nc(SCC(=O)NCc3ccco3)c(C)cc2c1,-10,-4,1,-0.2,2.0,2.8,-11,4,4,2,-3.6

# (cont.)
SMILES,HTR5A inv ctr,DAGLB inhibitor,Tat export inh,CDK5 p35 inh,phage Ecoli inh,AddAB inh,PKA-R1A activ,PKA-R2B activ,HTR5A ag ctr,Mot1-301 SUMO,E coli growth
NC(=O)c1ccc(NC(=O)COC(=O)CCN=C2NS(=O)(=O)c3ccccc32)cc1,3,2,0,2.2,2.5,1.9,-7,-5,2,7,2.3
Cc1ccc(C(=O)c2c(NC(=O)c3ccncc3)sc3c2CCCC3)cc1,-20,-8,5,-1.5,2.3,3.7,-5,-3,7,5,-4.3
CC1NC(=S)N(Cc2ccccc2)C1=O (stereo unspecified),-1,0,-3,0.6,-1.5,2.2,-6,-2,4,172,1.1
CN1C(=O)CC(N2CCN(C(=O)CN3CCCC3)CC2)C1=O (stereo unspecified),6,2,-1,-1.4,4.0,1.1,5,11,-3,-20,0.5
COc1cc2c(cc1OC)CN(CC(=O)Nc1cccc([N+](=O)[O-])c1)CC2,-9,-4,2,1.4,3.4,0.0,0,-7,3,-15,0.3
Cc1ccc(NC(=O)COC(=O)c2cc(C)nc3ccccc23)c([N+](=O)[O-])c1,20,-3,-5,-0.6,3.5,5.3,2,-7,1,-9,0.6
CC1(C(=O)N/N=C/c2c(F)c(F)c(F)c(F)c2F)CC1(Cl)Cl (stereo unspecified),-12,-2,10,-4.0,3.8,2.8,-11,-5,-1,3,-0.7
COc1ccc(-c2nc(CSCC(=O)NCc3ccco3)c(C)o2)cc1,19,-3,-6,0.4,nt,1.0,-3,4,2,-14,-1.4
Nc1nonc1-n1nnc(C(=O)N/N=C\c2cccc(Cl)c2)c1CN1CCOCC1,-25,1,-6,-6.5,-3.1,1.2,2,5,9,-2,2.1
CCCOc1ccc(N2CC(C(=O)Nc3ccc4c(c3)OCO4)CC2=O)cc1 (stereo unspecified),-7,-2,3,1.4,1.5,7.3,-2,-3,3,2,0.7
C=CCn1c(CCn2c3ccccc3c3ccccc32)n[nH]c1=S,24,1,-2,3.2,3.8,4.3,7,-11,2,-10,1.2
O=C(Cc1ccc(NC2=NC3CS(=O)(=O)CC3S2)cc1)Nc1ccc(F)cc1 (stereo unspecified),-7,2,0,-0.6,1.4,1.4,8,10,-2,67,2.8
CC(=O)c1ccc(S(=O)(=O)Nc2ccc(Cl)c(S(=O)(=O)N3CCCC3)c2)cc1,4,2,-6,-1.2,2.1,0.8,-1,-3,-2,15,-0.6
Cc1nc(P(=O)(c2ccccc2)c2ccccc2)c(N2CCOCC2)o1,-11,0,-4,0.9,1.8,2.8,4,-1,3,nt,1.6
COc1ccc(CCN(C)C(=O)c2cncc(Br)c2)cc1OC,-13,1,4,-0.3,0.2,2.6,2,3,-4,-10,0.4
Cc1cccc(NC(=O)c2nc[nH]c2C(=O)N[C@@H](Cc2ccccc2)C(=O)OC(C)(C)C)c1,-7,-10,2,2.1,3.7,2.0,-8,-11,-2,-7,-2.1
CCNC(=S)N1CCNC(=O)C1CC(=O)OC (stereo unspecified),8,1,-8,0.5,2.1,2.4,-6,-4,-4,2,-1.5
CCOCCCNC(=O)C(c1ccc(OC)cc1)N(Cc1ccc2c(c1)OCO2)C(=O)c1ccccc1O (stereo unspecified),1,-1,7,-1.0,3.3,1.5,-2,10,1,-5,0.3
Cc1occc1C(=O)NNC(=O)Nc1ccc(Cl)c(Cl)c1,-16,-2,5,1.0,4.7,-0.9,-12,-4,-1,0,-2.0
COc1cccc(-n2c(SC)nnc2-c2c[nH]c3ccccc23)c1,-22,0,-12,0.0,3.1,0.8,-1,-8,0,-2,-0.4
CCc1cccc(C)c1NC(=O)CSc1nnc(C)o1,7,2,-9,2.7,0.6,0.7,-4,-7,3,-10,0.7
Cn1cc(-c2cccc(C(F)(F)F)c2)cc(C#N)c1=O,5,-2,7,-1.2,1.6,-0.4,2,5,-1,5,-0.4
COc1cc(O)ccc1C(=O)CCc1ccc(O)cc1,6,2,2,-1.0,2.1,0.5,-9,-14,-2,3,-3.8
Cc1sc(NC(=O)c2ccco2)c(CN2CCN(c3ccc(F)cc3)CC2)c1C,-13,-5,-4,-1.8,4.7,4.8,-1,11,5,3,4.6
COc1cccc(-c2noc(-c3ccc(Br)o3)n2)c1,-4,-13,-8,0.1,-0.9,-0.8,-2,5,2,nt,3.1
O=C1CCCN1c1ccc(CNS(=O)(=O)c2ccc(F)cc2)cc1,-14,1,-1,-6.0,2.9,1.1,-1,-1,5,-21,-0.7
CC(C)(C)OC(=O)N[C@@H](C(=O)OC(C)(C)C)c1ccc(C(F)(F)F)cc1,6,-13,0,1.2,2.2,1.2,-14,-9,6,-4,3.4
O=C(Cn1cc(C(=O)C2CC2)c2ccccc21)NCc1ccc2c(c1)OCO2,-14,-5,-9,-1.4,3.1,2.5,-2,-4,-1,0,-0.8
NC1=NC[C@H](Cc2ccc(O)cc2)N1CCCCC1CCCCC1,-12,-1,-15,1.1,5.1,-1.5,4,1,0,-28,-3.6
COc1ccc(OC)c(S(=O)(=O)N2CCC(C(=O)NC(C)c3ccccc3)CC2)c1 (stereo unspecified),11,1,-3,-0.3,2.9,1.0,1,-3,-4,8,-0.3
O=S(=O)(Nc1nc2ccccc2[nH]1)c1ccc(Cl)cc1,14,2,3,-5.1,5.2,-0.8,3,-2,4,-19,-2.7
O=C(O)c1cc2c(cc1NC(=O)c1c(F)cccc1Cl)OCCCO2,2,2,5,-0.4,-0.1,4.2,7,8,5,6,0.9
COc1ccccc1NC(=O)Nc1cc(C(C)(C)C)nn1C,-4,-2,-3,0.3,1.2,2.1,-3,-5,-2,-2,-1.5
CC(=O)c1cccc(N2C(=NC(=O)COc3ccccc3)SC3CS(=O)(=O)CC32)c1 (stereo unspecified),3,0,-1,0.7,2.4,1.0,-3,-18,0,-10,-0.8
CCc1nnc(NC(=O)c2ccc(S(=O)(=O)N(CC(C)C)CC(C)C)cc2)o1,-6,4,1,-0.8,-2.5,-2.5,-12,-1,2,-13,-4.0
CCn1c(SCC(=O)Nc2nccs2)nnc1-c1ccccn1,14,0,-4,0.0,5.0,3.5,1,12,0,8,0.3
CCOC(=O)C1=C(CC)Nc2ccccc2N=C1NC(=O)c1ccc(S(=O)(=O)N2CCCC2)cc1,-20,3,21,-0.1,0.3,1.2,-6,-3,-1,-17,0.8
CCc1ccc(-c2nc(SCC(=O)N3CCOCC3)n[nH]2)cc1,-15,2,13,0.8,2.3,-0.1,-2,-2,5,527*,-0.3
CC/C(=N\NC(=O)c1c(C)nc2ccccn12)c1ccc(Cl)cc1,-8,-1,0,-1.4,-0.5,-0.2,-7,-12,-4,-3,-0.4
CCN(CC)c1ccc(NC(=O)c2cc3ccccc3o2)c(C)c1,-39,-2,5,-0.8,2.6,2.0,7,4,3,-5,-0.1
Cc1occc1C(=O)N1CCCC(N2CCN(c3ccccc3F)CC2)C1 (stereo unspecified),10,1,-9,0.9,-2.8,1.2,-4,9,6,166,0.1
COc1ccc(NS(=O)(=O)c2cc(NC(=O)Cc3n[nH]c(=O)c4ccccc34)ccc2OC)cc1,3,2,1,-0.8,0.5,nt,1,-1,-1,nt,nt
Cc1ccc(NC(=O)C2CC(O)CN2C(=O)Oc2ccccc2)c(C)c1 (stereo unspecified),-3,1,1,-1.5,-0.3,0.3,9,-2,5,2,-2.0
C=CCCC(=O)Nc1ccc(Br)cn1,-2,0,-12,0.3,5.7,-0.2,7,2,1,51,-2.6
CN(C)C(CNC(=O)c1ccc(S(=O)(=O)NCc2ccco2)cc1)c1ccccc1 (stereo unspecified),-17,-2,8,-1.2,2.8,2.3,6,3,-2,350,1.9
O=[N+]([O-])c1cc(C(F)(F)F)ccc1NCCc1ccccn1,-7,0,-9,-0.1,1.4,5.5,-7,5,3,13,2.9
